UGM FP inh – M. tuberculosis UGM enzyme inhibitors, primary screen, biochemical, fluorescence polarization, single point; actives 0.06% (n = 320,000); AID 504406, 2011; UDP-galactopyranose mutase (Mycobacterium tuberculosis (strain ATCC 25618 / H37Rv)), …; purified UGM, fluorescence polarization probe displacement; inhibition, % at 10 µM; in the data active means inhibition above about 10%, passing the limit was not always enough; inconclusive means no clear call, values can overlap the other calls
Target sequence (P9WIQ1 whole entry, looked up): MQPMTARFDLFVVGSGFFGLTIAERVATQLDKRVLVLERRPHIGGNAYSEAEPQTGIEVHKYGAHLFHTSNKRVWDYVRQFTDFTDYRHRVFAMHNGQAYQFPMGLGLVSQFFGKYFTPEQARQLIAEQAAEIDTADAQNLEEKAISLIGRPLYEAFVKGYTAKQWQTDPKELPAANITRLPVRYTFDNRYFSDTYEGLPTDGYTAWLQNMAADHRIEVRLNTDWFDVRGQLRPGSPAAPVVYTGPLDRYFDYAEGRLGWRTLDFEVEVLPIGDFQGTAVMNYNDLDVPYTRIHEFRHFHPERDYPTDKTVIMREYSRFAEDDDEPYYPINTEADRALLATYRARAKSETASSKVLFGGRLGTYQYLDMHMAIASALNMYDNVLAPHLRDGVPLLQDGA
FadD28 FP inh – inhibitors of FadD28 bisubstrate probe binding, primary screen, biochemical, fluorescence polarization, single point | inhibition, % at 12.5 µM | Mycobacterium tuberculosis FadD28 fatty-acid-AMP ligase | actives 0.22% (n = 360,000); in the data active means inhibition above about 8.5%, passing the limit was not always enough; inconclusive means no clear call, values can overlap the other calls
BoNT F protease – BoNT/F light chain protease inhibitors, primary screen, biochemical, flow cytometry, MLPCN library; Botulinum neurotoxin type F light chain protease (Clostridium botulinum); Multiplex microsphere protease cleavage assay; inhibition, % at 10 µM; actives 0.22% (n = 360,000); AID 588497, 2011; in the data active means inhibition above about 35%, passing the limit was not always enough; inconclusive means no clear call, values can overlap the other calls; further: plate controls were buffer without enzyme for full effect and enzyme alone for no effect
CCHFV vOTU inh – CCHFV vOTU protease inhibitors, primary screen, biochemical, Pep-AMC substrate, fluorescence | inhibition, % at 11.5 µM | actives 0.55% (n = 370,000); further: 0% = vehicle wells with enzyme and 100% = no enzyme wells
BoNT-A LC inh2 – BoNT/A light chain protease inhibitors, primary screen, biochemical, flow cytometry, MLPCN library | Botulinum neurotoxin type A light chain protease (Clostridium botulinum A str. ATCC 3502) | multiplex microsphere protease substrate cleavage | inhibition, % at 10 µM | actives 0.17% (n = 360,000); in the data active means inhibition above about 30%; inconclusive means no clear call, values can overlap the other calls; further: plate controls were buffer without enzyme for full effect and enzyme alone for no effect
BioA inh – M. tuberculosis BioA enzyme inhibitors, primary screen, biochemical, plate reader, single point, HTS | purified M. tuberculosis BioA enzyme | 7,8-diaminopelargonic acid synthase BioA (Mycobacterium tuberculosis) | actives 0.096% (n = 360,000) | inhibition, % at 9.99 µM; in the data active means inhibition above about 40%; inconclusive means no clear call, values can overlap the other calls
PrPC surface inh – inhibitors of human cell surface prion protein PrPC, primary screen, cell-based, TR-FRET. Major prion protein (Homo sapiens), P04156. TR-FRET read-out. inhibition, % at 13.8 µM. actives 0.43% (n = 370,000); in the data active means inhibition above about 24%; further: 0% = median of the test wells and 100% = reference compound wells
FBA Mtb inh – Mtb FBA enzyme inhibitors, primary screen, biochemical, fluorescence, strain H37Rv. Fructose-bisphosphate aldolase (Mycobacterium tuberculosis (strain ATCC 25618 / H37Rv)), …. purified M. tuberculosis FBA, fluorescence read-out. inhibition, % at 1 µM. actives 2.3% (n = 360,000). AID 588726, 2011; in the data active means inhibition above about 27%;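 further: 0% = vehicle and 100% = reference inhibitor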
Target sequence (P9WQA3 whole entry, looked up): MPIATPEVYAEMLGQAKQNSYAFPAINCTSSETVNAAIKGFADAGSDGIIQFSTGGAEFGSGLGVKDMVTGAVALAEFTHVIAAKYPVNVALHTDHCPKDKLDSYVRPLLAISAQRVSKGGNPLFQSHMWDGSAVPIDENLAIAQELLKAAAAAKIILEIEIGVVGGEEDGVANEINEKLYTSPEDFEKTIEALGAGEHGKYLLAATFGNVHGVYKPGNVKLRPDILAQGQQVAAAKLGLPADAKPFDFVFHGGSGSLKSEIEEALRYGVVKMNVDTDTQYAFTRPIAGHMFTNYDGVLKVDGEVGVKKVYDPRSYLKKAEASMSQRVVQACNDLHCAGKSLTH
GDH-TPI counter – GDH-TPI coupling enzyme inhibitors, primary screen, artefact control for M. tuberculosis FBA inhibitor project, biochemical, absorbance, full deck | GDH-TPI coupled enzyme counterscreen, NADH absorbance | actives 1.2% (n = 360,000) | AID 588335, 2011 | inhibition, % at 4.8 µM;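 further: 0% = DMSO wells and 100% = wells lacking the enzyme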
An asterisk follows results filed as active; ? = inconclusive; . = no result given; & = joins results of further samples. Unless noted, no stated cut-off is given here; in the data, active means inhibition above about 30%; inactive means the rest.

Results follow in this order: CCHFV vOTU inh, PrPC surface inh, BoNT-A LC inh2, GDH-TPI counter, BioA inh, UGM FP inh, FBA Mtb inh, FadD28 FP inh, BoNT F protease
> Cc1ccc(S(=O)(=O)N(C)C)cc1NC(=O)COC(=O)CN1C(=O)c2ccccc2C1=O
→ -3, -1, ., -3, -0.1, -3.4, 1, -0.8, .
> COc1ccccc1NC(=O)NCC1(N(C)C)CCCCC1
→ -18, -1, 0.9, -6, -1.0, 1.2, 2, -0.8, 3
> CC(=O)NNc1ccc(C(F)(F)F)cc1[N+](=O)[O-]
→ 2, -20, -0.3, -1, -3.4, -0.5, -2, 0.0, -14
> COC1=C/C(=C/c2c(N)n3nc(CC(=O)N4CCCCC4)sc3nc2=O)C=CC1=O
→ ., ., -0.9, 34*, -3.5, -19, 2, -1.1, -2
> Cc1ccc(S(=O)(=O)N2CCN(C(=O)c3ccc(-n4cncn4)c([N+](=O)[O-])c3)CC2)cc1C
→ 7, -16, 0.3, -6, -0.4, 1.4, 0, 2.6, 4
> CC(C)(C)N(Cc1ccccc1)C(=O)COC(=O)c1ccc([N+](=O)[O-])o1
→ 9, -21, -0.8, 8, -0.3, 1.9, 1, -2.0, -13
> O=C1CSC(c2ccccn2)N1c1ccc2ccccc2c1 (stereo not drawn)
→ 1, -4, 0.4, 2, ., -0.2, 1, 0.3, 2
> Cc1cc(C)cc(C(=O)Nc2c3c(nn2C(C)(C)C)CS(=O)(=O)C3)c1
→ 13, -4, -0.8, 5, -1.3, -2.4, -1, -2.0, -4
> CC(=O)c1ccc2c(c1)C1C=CCC1C(c1ccncc1)N2 (stereo not drawn)
→ 17, -4, 0.5, 14, 7.1, 4.5, 0, -0.9, -26
> COc1ccc2c(=O)c(-c3ccccc3)c(C)oc2c1
→ -2, 2, 1.8, -1, -1.3, -0.1, -1, -1.7, 4
> COc1cccc2c(Cl)c(CCCl)c(C)nc12
→ -8, 2, -0.1, -5, -0.6, -0.7, 3, -2.6, -6
> CC(C)(C)c1ccc(N=C2SCC(=O)N2Cc2cccs2)cc1
→ -5, 10, -0.2, -2, ., 0.1, 0, -1.1, -6
> CN(CC(=O)Nc1ccccc1C(F)(F)F)CC(=O)N1CCCCCC1
→ -3, -1, 1.3, 0, 2.4, -2.5, -1, -0.8, -5
> Cc1ccc(Nc2cc(-n3nc(C)cc3C)ncn2)c(C)c1
→ -1, -1, -0.8, 3, ., -0.1, 0, -0.7, -3
> COc1ccc(S(=O)(=O)N2CCN(Cc3cccc(Cl)c3)CC2)cc1
→ 1, 0, -0.5, 0, -0.6, 0.3, 5, -0.1, -10
> Fc1ccccc1OCCn1c(=S)[nH]c2ccccc21
→ 11, 12, -0.4, 8, -0.1, 0.8, 3, 0.7, 1
> CCN(CC)S(=O)(=O)c1ccc(OC)c(NC(=O)C(C)Oc2ccc3c(C)cc(=O)oc3c2)c1 (stereo not drawn)
→ 0, 2, 0.9, 6, 0.5, 0.3, 6, -3.7, 3
> O=C(NCc1ccc2c(c1)OCO2)C1(S(=O)(=O)c2ccccc2)CC1
→ 8, 5, 0.0, -4, -0.9, -2.4, -4, -1.0, -17
> CN1C(=O)[C@H]2[C@@H](c3ccc(F)cc3)N3C(=O)c4ccccc4NC(=O)[C@@]3(C)[C@H]2C1=O
→ ., ., -0.6, -15, -0.7, 2.8, -5, -1.4, 1
> Cc1cc(C)c(OCCCCN2CCNCC2)c(C)c1
→ 8, 0, -0.5, -2, -0.2, 0.6, 0, -1.9, 20
> CNC(=O)C(=O)NCC1OCCN1S(=O)(=O)c1ccc([N+](=O)[O-])cc1 (stereo not drawn)
→ -1, -33, 0.0, 6, -0.1, 2.5, -2, -0.9, 2
> C[C@]1(CC/C(=C/CO)CO)[C@H](CO)CC[C@@]23COC(=O)C2=CCC[C@@H]31
→ -5, 1, 0.0, 7, -1.1, 1.2, 3, -0.5, -2
> Nc1nnc(Sc2ncccc2[N+](=O)[O-])s1
→ -9, -10, -0.4, 9, 1.7, 0.9, 0, -0.3, 12
> C(CCCN1CCCCC1)CCN1CCCCC1
→ -10, 6, -2.7, -12, 0.0, 2.4, -4, -2.6, ?
> COc1cccc(NC(=O)CN(C)S(=O)(=O)/C=C/c2ccccc2)c1
→ 17, -5, 0.0, -2, 1.6, -2.3, -1, -4.8, 6
> CCC(CO)Oc1cc(NC(=O)c2ccc([N+](=O)[O-])cc2)c2ncn(C(C)C)c2c1 (stereo not drawn)
→ -5, -7, 0.4, -1, -0.4&0.7, 5.9, -1, -2.2, 4
> CCCCN(CC)CCNC(=O)CCNC(=O)Cn1ccc2ccccc2c1=O
→ -1, -5, -0.9, -3, ., 0.4, 4, -1.5, -9
> CCN1CCN(c2cc3nc(C)n(Cc4ccccc4)c(=O)c3cc2NC(=O)c2ccccc2F)CC1
→ -5, -6, 0.3, 11, ., 0.9, 0, -4.8, -3
> CC(C)CCn1nnnc1C(c1ccccc1F)N1CCC(C(N)=O)CC1 (stereo not drawn)
→ 13, 6, -1.3, -6, 6.5, -0.1, 4, -2.6, -21
> Cc1ccc(C)c(C(C)NC(=S)NCc2ccc(F)cc2)c1 (stereo not drawn)
→ 12, 2, 1.6, 4, -0.2, -1.8, 2, -2.6, 4
> COc1ccc(C2NN=C(c3c[nH]c4ccccc34)C2O)cc1 (stereo not drawn)
→ -7, 5, 3.7, -1, -1.1, -0.5, -2, -4.5, -82
> CN1CCN(CC(=O)Nc2ccc(Oc3ccccc3)cc2)CC1
→ 4, -4, 0.6, 1, 1.1, 1.0, 0, -0.5, ?
> CC1SC2(CN3CCC2CC3)NC1=O (stereo not drawn)
→ -4, -4, 2.0, -1, -1.1, -1.2, 21, -1.6, 2
> COc1ccc(N=Nc2c(-c3ccc(OC)cc3)[nH]oc2=O)cc1
→ -1, -2, -0.2, 2, -1.1, 0.9, 1, -2.5, 4
> CCOC(=O)CCC(=O)N(CCN(C(=O)CCC(=O)OCC)c1ccccc1)c1ccccc1
→ 0, -2, 0.3, 2, 1.0, 1.6, 0, -3.0, 2
> CN1CCN(c2ccc([N+](=O)[O-])cc2NC(=O)c2ccccc2Cl)CC1
→ ., ., 1.0, 11, ., -1.0, -1, -1.1, -14
> O=C(O)c1ccc2c(c1)NC(=O)C(N1CCCC1)S2 (stereo not drawn)
→ -8, 4, 1.2, 2, -4.4, -2.8, -1, -0.5, 2
> COc1cccc(C(=O)NCC2CCN(c3ccc(S(=O)(=O)N4CCOCC4)cc3)CC2)c1
→ 14, 12, -13, 2, -3.9, -0.6, -1, 0.3, 25
> Cn1c(=O)n(C)c2cc(S(=O)(=O)Nc3cc(Cl)ccc3O)ccc21
→ -1, 11, 0.2, -3, ., -1.6, 0, -1.5, -1
> COc1cccc(C(=O)NC2CCCc3ccccc32)c1 (stereo not drawn)
→ -4, -2, 0.1, 2, -1.2, -0.4, 0, 0.4, -10
> Cc1noc(C)c1C(=O)OCC(=O)NC1CCCCC1C (stereo not drawn)
→ 3, -3, 1.3, 10, -4.0, ., 5, -0.6, -1
> CCOc1ccccc1C=NNC(=O)CCCCC(=O)NN=Cc1ccccc1OCC
→ 1, -9, -0.2, 11, ., ., 0, -1.7, -4
> N#CCCCN1C(=O)C(=C(C#N)C#N)c2ccccc21
→ -7, -5, -0.7, -2, ., 0.5, -3, -0.6, -6
> COC(=O)c1ccc(CO/N=C2\CCCc3nonc32)cc1
→ -8, 3, 0.5, 1, 9.3, -2.6, -1, -1.0, 0
> Cc1ccc(S(=O)(=O)N2CCC(C(=O)N3CCN(c4ccccn4)CC3)CC2)cc1C
→ -3, 5, -0.5, -4, 0.6, ., 9, -2.7, 1
> CC1(C)CC(=O)C(C(O)c2cccc([N+](=O)[O-])c2)C(C)(C)N1 (stereo not drawn)
→ -18, 0, -3.3, -7, 1.2, 2.4, -1, -1.0, 8
> O=C(O)CCc1ccc(-c2cccs2)n1NC(=O)c1ccc(Cl)cc1Cl
→ 1, 2, 3.1, 18, -2.4, 2.6, 3, -1.0, 2
> COc1cc(C(=O)NNC(=O)c2ccc(F)cc2)ccc1OCC(=O)N1CCOCC1
→ -6, 2, 0.5, -5, -3.3, 0.4, 0, -3.2, -2
> C#CCOCCOCCOCCNc1nc(N2CCN(C(=O)CCCCCCCCCCNC(=O)[C@H](CO)n3cc(CCCSC)nn3)CC2)nc(N2CCN(C(=O)CCCCCCCCCCNC(=O)[C@H](CCCCN)n3cc(CCO)nn3)CC2)n1
→ 8, -4, -1.0, 9, -0.5, 1.6, 2, -6.4, -40
> O=C(CN(Cc1ccc(Br)cc1)S(=O)(=O)c1ccccc1)NCc1ccccn1
→ -4, -1, -0.3, -3, 0.6, 1.2, 1, -0.5, -8
> Cn1c(Cc2cccc3ccccc23)nnc1SCc1ccc([N+](=O)[O-])cc1
→ -2, 2, 0.6, -3, ., 1.1, -2, -4.6, 0
> Brc1cc(/C=N/n2cnnc2)oc1Br
→ -2, -5, -0.2, 7, ., -0.3, -3, -0.2, -1

A draw from above in order of molar mass, largest number first:
Results follow in this order: CCHFV vOTU inh, PrPC surface inh, BoNT-A LC inh2, GDH-TPI counter, BioA inh, UGM FP inh, FBA Mtb inh, FadD28 FP inh, BoNT F protease
> C#CCOCCOCCOCCNc1nc(N2CCN(C(=O)CCCCCCCCCCNC(=O)[C@H](CO)n3cc(CCCSC)nn3)CC2)nc(N2CCN(C(=O)CCCCCCCCCCNC(=O)[C@H](CCCCN)n3cc(CCO)nn3)CC2)n1
→ 8, -4, -1.0, 9, -0.5, 1.6, 2, -6.4, -40
> O=C(CN(Cc1ccc(Br)cc1)S(=O)(=O)c1ccccc1)NCc1ccccn1
→ -4, -1, -0.3, -3, 0.6, 1.2, 1, -0.5, -8
> Cc1ccc(S(=O)(=O)N2CCC(C(=O)N3CCN(c4ccccn4)CC3)CC2)cc1C
→ -3, 5, -0.5, -4, 0.6, ., 9, -2.7, 1
> Cn1c(Cc2cccc3ccccc23)nnc1SCc1ccc([N+](=O)[O-])cc1
→ -2, 2, 0.6, -3, ., 1.1, -2, -4.6, 0
> Brc1cc(/C=N/n2cnnc2)oc1Br
→ -2, -5, -0.2, 7, ., -0.3, -3, -0.2, -1
> CC1(C)CC(=O)C(C(O)c2cccc([N+](=O)[O-])c2)C(C)(C)N1 (stereo not drawn)
→ -18, 0, -3.3, -7, 1.2, 2.4, -1, -1.0, 8
> COC(=O)c1ccc(CO/N=C2\CCCc3nonc32)cc1
→ -8, 3, 0.5, 1, 9.3, -2.6, -1, -1.0, 0
> N#CCCCN1C(=O)C(=C(C#N)C#N)c2ccccc21
→ -7, -5, -0.7, -2, ., 0.5, -3, -0.6, -6
